HTR5A ag ctr = HTR5A agonists in luminescence cell assay, primary screen, counter-screen for OPRM1-OPRD1 heterodimer agonist project, full-deck HTS; 5-hydroxytryptamine receptor 5A (Homo sapiens), P47898; cell-based; activation, % at 9.3 µM; actives 0.61% (n = 340,000); AID 504692, 2011; in the data active means activation mostly above about 9.5%, no sharp cut-off; inactive means mostly below about 7.6%;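 further: 0% = cells with vehicle only and 100% = reference agonist; strong numbers were not always called active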
Target sequence (P47898 whole entry, looked up): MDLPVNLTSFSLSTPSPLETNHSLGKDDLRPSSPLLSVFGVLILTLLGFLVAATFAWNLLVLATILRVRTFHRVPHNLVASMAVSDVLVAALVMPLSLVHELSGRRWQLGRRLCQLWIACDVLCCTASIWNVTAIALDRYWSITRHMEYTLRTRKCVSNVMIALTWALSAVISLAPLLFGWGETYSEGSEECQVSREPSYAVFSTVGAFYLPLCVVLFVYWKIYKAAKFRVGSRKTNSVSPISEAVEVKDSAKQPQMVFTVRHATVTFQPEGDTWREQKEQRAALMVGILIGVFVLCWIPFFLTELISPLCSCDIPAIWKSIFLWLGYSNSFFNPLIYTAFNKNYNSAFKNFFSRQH
PfHsp90 yeast 2 = growth inhibition of PfHsp90-expressing yeast, primary screen, antimalarial PfHsp90 inhibitor project, S. cerevisiae, BacTiter-Glo luminescence, single point, set 2; actives 0.32% (n = 310,000); AID 504621, 2011; BacTiter-Glo ATP, 48 h; yeast lacking PDR1 and PDR3 efflux regulators; inhibition, % at 9.4 µM;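 active means every replicate shows inhibition above about 80%, whatever the replicate mean, limit read from the data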;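 further: 0% = DMSO neutral controls and 100% = 20 µM radicicol positive controls; yeast relying on Plasmodium falciparum Hsp90 in place of its own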
PKA-R1A activ = activators of PKA-R1A holoenzyme, primary screen, biochemical, fluorescence polarization, Cy5-IP20, bovine R1A, mouse PKAc; activation, % at 11.4 µM; actives 0.083% (n = 340,000); AID 504707, 2011; cAMP-dependent protein kinase type I-alpha regulatory subunit (Bos taurus) + …; PKA-R1A dissociation; scaled: DMSO 0%, 113 µM cGMP 100%;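 active means percent activation above the mean of all tested compounds plus 3 SD, cut at about 19% in these data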;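 further: higher means more PKAc released from R1A so a rise in polarization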
HTR5A inv ctr = HTR5A inverse agonists in luminescence cell assay, primary screen, counter-screen for OPRM1-OPRD1 heterodimer inverse agonist project, full-deck HTS. inhibition, % at 9.3 µM. HTR5A cell line, inverse agonism. actives 0.083% (n = 340,000). 5-hydroxytryptamine receptor 5A (Homo sapiens), P47898; in the data active means inhibition mostly above about 23%, no sharp cut-off; inactive means mostly below about 18%;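 further: 0% = cells with DMSO and 100% = no-cell wells with DMSO; some compounds called inactive have numbers as strong as hits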
E coli growth = E. coli V3065 growth inhibition, primary screen, counter-screen for AddAB inhibitor project, absorbance, OD600. inhibition, % at 11.9 µM. actives 0.27% (n = 330,000). 18 h. AID 449728, 2010;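 active means inhibition above the campaign's mean inhibition across all tested compounds plus 3 SD, cut at about 9.9% in these data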;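 further: uninfected addAB+ strain grown without phage in ampicillin broth; 0% = DMSO wells and 100% = ciprofloxacin 0.95 µg/ml wells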
MOR-DOR ag = agonists of OPRM1-OPRD1 heterodimerization, primary screen, cell-based, luminescence. actives 0.3% (n = 340,000). activation, % at 9.3 µM. Mu-type opioid receptor (Homo sapiens) + Delta-type opioid receptor (Homo sapiens), …. cells; in the data active means activation above about 18%;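 further: 0% = vehicle-treated cells and 100% = reference agonist; values of inactives mirror those of a sister screen read the other way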
AddAB inh = growth inhibition of E. coli expressing H. pylori AddAB, primary screen, AddAB inhibitor project, absorbance; actives 0.29% (n = 330,000); AID 435030, 2010; inhibition, % at 11.9 µM; in the data active means inhibition above about 12%;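 further: 0% = vehicle wells of infected cells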
MOR-DOR inv ag = inverse agonists of MOR-DOR heterodimerization, primary screen, cell-based, luminescence; actives 0.21% (n = 340,000); inhibition, % at 9.3 µM; AID 504357, 2011; Mu-type opioid receptor (Homo sapiens) + Delta-type opioid receptor (Homo sapiens), …; cell-based MOR-DOR heterodimer luminescence, inverse agonism; in the data active means inhibition above about 22%, passing the limit was not always enough;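 further: 0% = cells with DMSO and 100% = wells without cells with DMSO; values of inactives mirror those of a sister screen read the other way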
Pemphigus Ab inh = inhibitors of pemphigus antibody binding to DSG3, primary screen, biochemical, bead-based, flow cytometry, scFv-GFP; DSG3-coupled beads, scFv-anti-DSG3-GFP binding; active compounds read low; binding (percent of control), % at 10 µM; actives 0.48% (n = 310,000); AID 588358, 2011;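 active means binding more than 3 SD below its plate's average and above zero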;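 further: hits lower antibody fragment binding to DSG3; some compounds called inactive have numbers as strong as hits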
phage Ecoli inh = growth loss of phage-infected E. coli, primary screen, RecBCD inhibitor project, absorbance, with phage, HTS. inhibition, % at 11.9 µM. actives 0.26% (n = 360,000); in the data active means inhibition above about 11%
SUMO Mot1 rescue = yeast Mot1-301 growth rescue at high temperature, primary screen, SUMOylation pathway inhibitor project, S. cerevisiae, ATP luminescence, 38.5C. S. cerevisiae Mot1-301 growth rescue; percent above DMSO median, 100 means doubled. growth rescue, % at 18.8 µM. actives 1% (n = 320,000);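 active means every valid replicate shows activation above 250% relative to neutral control wells; inactive means the rest, any valid replicate at or below 250%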;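 further: OY570 slx delta 5 strain wells were the positive control but not used for scaling; some compounds called inactive have numbers as strong as hits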
Active calls of the source: *; . = no result given. Compounds were not picked by outcome; 3.2% or so of the library scored in one or more.

SMILES	HTR5A ag ctr	PfHsp90 yeast 2	PKA-R1A activ	HTR5A inv ctr	E coli growth	MOR-DOR ag	AddAB inh	MOR-DOR inv ag	Pemphigus Ab inh	phage Ecoli inh	SUMO Mot1 rescue
O=C1/C(=C/c2cccs2)SC(=S)N1CC(=O)N1CCCCC1CCO (configuration not stated)	-4	16	-4	15	-1.2	-3.8	-1.2	19	95	0.3	-2
O=C(CN1CCN(Cc2ccc3c(c2)OCO3)CC1)Nc1cc(S(=O)(=O)N2CCCC2)ccc1Cl	2	-12	-4	7	0.1	0.3	0.5	-1	107	2.8	-7
Cc1cccc(Nc2nc(N)nc(CCl)n2)c1C	.	.	.	.	-0.8	.	1.8	.	100	1.9	-3
O=S(=O)(c1cc(Cl)ccc1Cl)N1CCN2CCCC2C1 (configuration not stated)	1	0	3	-5	1.4	-1.2	4.5	6	100	0.6	-32
O=c1[nH]c2ccccc2nc1NCCN1CCOCC1	5	-2	-2	-4	0.5	-0.4	2.4	2	102	2.6	13
Cc1cc(-c2nc3c4c5c(sc4[nH]c(=O)n3n2)CCC5)c(C)o1	-1	7	-2	-15	2.3	0.3	2.2	-2	70	.	-6
COc1ccc(CCNC(=O)c2sc3cc(C)ccc3c2Cl)cc1	2	-6	-7	-36	-0.7	2.1	-3.2	-12	97	3.1	7
C/C(=N\NC(N)=O)c1cccc(Cl)c1	-7	9	-1	18	-3.0	-1.9	-0.3	11	102	3.4	-10
Cc1ccc([N+](=O)[O-])cc1NC(=S)NC(=O)CC(C)(C)C	0	-8	-4	1	-0.6	4.8	-1.6	-26	102	1.5	192
O=C(Cn1cc([N+](=O)[O-])cn1)N1CCc2ccccc2C1	-3	-9	6	0	0.3	-1.7	0.5	9	101	0.1	10
CSc1sc(-c2ccnc(=S)[nH]2)c(-c2ccccc2)c1C#N	.	.	.	.	1.1	.	1.4	.	97	2.0	34
COCCN1C(=O)c2cc(C(=O)Nc3cccc(F)c3)ccc2C1Nc1cccc(F)c1 (configuration not stated)	-2	-6	-5	6	-0.6	8.8	1.3	-52	83	2.2	15
CN(C)C(=O)Cn1cnc2c(cnn2-c2ccc(F)cc2)c1=O	-3	-1	5	13	1.2	-0.3	3.7	1	111	2.5	6
CCN(CC)CCn1c(=N)n(CC(=O)c2ccc(Br)s2)c2ccccc21	.	.	.	.	-0.3	.	-0.4	.	96	3.2	-7
N=c1nc2n(cc1F)C1OC(CO)C(O)C1O2 (configuration not stated)	-1	-11	5	5	.	-5.1	.	22	86	11	.
O=C(Nc1ccc(C2CCCCC2)cc1)C1CCN(c2ncccn2)CC1	5	-10	-9	-13	-3.2	-0.7	-1.9	3	96	4.5	-6
COc1ccc([C@@H]2[C@@H]3C(=O)N(C(C)(C)C)C(=O)[C@@H]3[C@]3(CC(C)C)C(=O)N(c4ccccc4)C(=O)N23)cc1	-1	-22	-1	2	-0.9	-1.4	2.6	7	102	3.5	-27
CC1Cc2cc(/C(O)=C3/C(=O)C(=O)N(CCCn4ccnc4)C3c3ccc([N+](=O)[O-])cc3)ccc2O1 (configuration not stated)	9	12	-9	-38	.	1.2	.	-6	103	1.5	.
Cc1cnc(NC(=O)Cc2ccccc2Cl)s1	-1	26	0	4	0.4	0.6	1.4	-5	100	3.5	-7
COc1ccccc1-n1nnnc1SCC(=O)N1CCCC1=O	-4	-7	-2	-19	0.4	-2.2	2.3	15	107	2.1	-7
Cc1c(C(=O)NNS(=O)(=O)c2ccccc2)sc(=S)n1C	-1	-33	-3	-2	0.3	-2.6	1.2	14	119	1.7	11
COc1ccc(C(=O)O)cc1S(=O)(=O)Nc1ccc(C)cc1	-2	-29	-7	5	-1.1	-1.8	2.4	9	103	0.8	3
CCCCn1nc(NC(=O)CC)c2cc3cc(OC)ccc3nc21	1	3	2	-3	0.0	1.3	0.8	-6	99	-2.3	20
CCCCNCCCOc1cc(Cl)ccc1Cl	1	9	2	-3	2.2	-3.7	1.9	21	97	3.5	-3
O=Cc1c(-c2ccc(F)cc2)nc2ccccn12	-3	1	6	7	97*	-2.4	98*	11	.	0.6	249
O=C(O)CSc1ncnc2sc3c(c12)CCC3	-2	-49	0	-21	-0.1	-2.5	0.9	13	106	3.2	-9
O=C(CN1C(=O)c2ccc([N+](=O)[O-])cc2C1=O)Nc1cc(S(=O)(=O)N2CCOCC2)ccc1Cl	-3	10	0	8	-0.6	0.4	-0.5	-2	126	2.7	-20
OCCN1CCN(CC(O)COc2ccc(-c3ccccc3)cc2)CC1 (configuration not stated)	-2	19	-2	8	0.5	-1.5	0.4	9	91	0.6	22
COc1ccc(N2CC(C(=O)Nc3nc4ccc(S(C)(=O)=O)cc4s3)CC2=O)cc1 (configuration not stated)	0	11	1	-26	-1.5	0.6	2.7	-5	111	0.2	-3
O=C(CN1C(=O)COc2ccc(Cl)cc21)NC1CC1	1	5	-4	-11	0.9	-1.8	0.9	6	109	2.5	13
CC(NC(=O)c1cccnc1)C(c1cccs1)N1CCN(c2ccccc2F)CC1 (configuration not stated)	10	3	-2	-29	-2.9	-1.7	-1.3	8	92	0.9	-3
O=C(COC(=O)c1ccc2c(c1)C(=O)N(Cc1ccncc1)C2=O)Nc1cccc2ccccc12	2	1	0	-6	-1.5	1.0	1.7	-5	117	3.7	-10
CC1(C)CC(=O)C(C=Nc2ccc(O)c(N=CC3=C(O)CC(C)(C)CC3=O)c2)=C(O)C1	-4	7	1	19	-0.3	0.4	0.9	-2	90	3.0	480*
c1ccc(CCNc2ccnc3cc4ccccc4cc23)cc1	10	5	-9	4	.	32*	.	-164	125	2.6	.
COc1ccccc1/C=C(/C(=O)OCC(=O)NCc1ccccc1)c1ccccc1	-1	16	0	3	-1.0	0.0	4.2	0	93	2.2	-31
CN(CC(=O)Nc1ccccc1Cl)C(=O)CSc1nncs1	-4	21	-13	10	0.4	-0.3	0.5	2	116	2.7	-10
CC1CCCC(NC(=O)CCCn2c(=S)[nH]c3ccccc3c2=O)C1C (configuration not stated)	0	-20	-11	1	2.2	-3.0	0.4	14	99	4.7	7
CN(C)S(=O)(=O)c1ccc(NC(=O)COc2cccc3c2OC(C)(C)C3)cc1	24*	-7	-6	-104	.	-1.2	.	6	102	2.7	.
CC(C)N(C(=O)COC(=O)c1ccc([N+](=O)[O-])cc1)c1ccccc1	1	-58	15	15	3.7	1.1	-1.2	-6	99	2.9	-14
CC(C)N=c1c([N+](=O)[O-])nn(C)n1O	-1	-3	-3	9	0.2	2.8	4.4	-14	94	4.4	.
O=C(CS(=O)(=O)c1c[nH]c2ccccc12)N1CCCc2ccccc21	-2	2	-2	-34	1.6	-0.7	-3.7	4	107	2.5	-7
Cc1cc(C(=S)N2CCOCC2)c(C)n1-c1ccc(F)cc1	3	.	-7	-8	-1.1	0.9	1.3	-6	86	1.6	-15
CCOc1ccc(NS(=O)(=O)c2cc(NC(=O)CCS(=O)(=O)c3ccc(C)cc3)ccc2OC)cc1	-1	3	4	5	-1.9	0.9	4.3	-5	95	2.8	-9
Cc1cc(C=O)c(C)n1-c1ccc(N2CCCCC2)c([N+](=O)[O-])c1	-7	12	-24	17	3.6	-1.0	2.1	5	112	2.5	19
O=C(COC(=O)CNC(=O)c1ccc(Cl)cc1Cl)NC(=O)NC1CCCCC1	5	.	-3	-13	-0.2	-2.6	0.3	13	102	0.2	-19
O=C(C1CC1)N1CCc2cc(Br)cc(S(=O)(=O)NCc3ccccn3)c21	0	.	3	1	2.0	-0.8	3.6	4	.	1.5	462
O=S(=O)(c1ccccc1)N1CCN(CC(O)COc2ccc3c(c2)CCC3)CC1 (configuration not stated)	-1	-12	-5	4	0.4	0.2	-0.3	-1	79*	1.5	-13
Cc1cccc(-c2nc(C#N)c(NC3CCCCC3)o2)c1	6	-47	-14	-2	-0.6	2.7	2.8	-11	108	3.8	5
COc1ccc(NC(=O)COc2cccc3c2CCN(Cc2cccnc2)C3=O)c(OC)c1	7	-12	-2	-24	-0.1	-2.4	0.1	13	99	0.9	19
Cc1cc([N+](=O)[O-])nn1Cc1ccc(C(=O)N/N=C/c2ccc(F)cc2)cc1	-5	5	4	1	0.1	-2.1	-0.8	11	109	-1.3	-13
O=S(=O)(c1ccc(C2CCCCC2)cc1)N1CCN(c2ncccn2)CC1	2	-3	4	19	0.0	-0.6	1.7	4	92	2.5	-7
CCOC(=O)N1CCC(NS(=O)(=O)c2ccc(C)c(Cl)c2)CC1	.	-13	.	.	0.0	.	2.0	.	100	2.0	559*
CCOc1ccccc1NC(=O)CSc1ccc(-c2sc(C)nc2C)nn1	5	-12	8	-12	2.1	-0.8	0.9	5	106	1.8	10
COC(=O)CNc1cc(S(=O)(=O)N2CCCCC2)ccc1Oc1ccc(C(=O)OC)cc1	-1	-19	-2	3	-0.3	0.0	5.5	0	105	0.2	125
C=CCn1c(SC(C)CC)nc(O)cc1=O (configuration not stated)	6	3	-7	-15	0.1	-1.9	5.2	11	80	1.9	7
Cc1ccc(C)c(OCCCCn2ccnc2)c1	-2	-10	-5	9	-3.0	-2.3	-0.1	13	100	-0.6	64
CN1CCN(CC(O)COC(c2ccccc2)c2ccccc2)CC1 (configuration not stated)	.	-13	.	.	-1.2	.	1.7	.	106	1.4	7
Cc1nnc(NC(=O)CC23CC4CC(CC(C4)C2)C3)s1	0	-8	-1	-16	-1.3	1.9	-2.8	-11	100	2.9	18
CCOc1ccc2ccc(OCC)c(/C=N/n3cnnc3)c2c1	-3	4	-7	13	0.6	-4.1	-2.6	19	103	0.9	-18
COc1ccc(C)cc1-n1nnnc1SCc1csc(C)n1	1	.	-1	24	-1.0	-2.9	2.5	17	108	0.8	0
CN(Cc1cnn(C)c1)C(=O)c1sc2cccc(Cl)c2c1Cl	1	-3	7	7	1.3	-2.7	0.5	15	99	3.4	.
O=C(NCc1cccs1)C1CC(c2ccc(Cl)cc2)=NO1 (configuration not stated)	-5	3	-11	12	0.7	-1.8	3.2	9	97	3.4	-22
CCN(C(=S)Nc1cccc(C)c1)c1ccccc1	2	2	-1	0	-1.2	0.3	0.5	-2	106	-1.7	54

High-throughput results from PubChem.
